TGFb inhibitor = qHTS for Inhibitors of TGF-b. hit rate 1.2% among 410,000. HepG2 CAGA-GFP TGF-b/SMAD3 reporter, GFP fluorescence, 18 h; TGF-beta stimulated, 500 pg/mL final. AID 588855, 2011. Potency, µM (doses to about 46.1 µM), inactives show at the highest dose activity, negative = inhibition, most hits filed as inhibitors; note: potency is the fitted concentration of half-maximal effect; % is set by controls: 0 for no effect and ±100 for the full control effect; nearly all actives have a fitted effect of over 65% in size
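GFP signal (ex488/em500-530) from TGF-beta-stimulated HEPG2 CAGA-GFP cells, 500 pg/mL final, 18 h at 37 degrees C in DMEM plus 1% FBS, normalized to unstimulated and DMSO-stimulated controls.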
A549 viability = Nrf2 qHTS screen for inhibitors: counterscreen for cytotoxicity; A549 ARE-Fluc cells, CellTiter-Fluor viability, 18-24 h; Potency, µM (titrated, usually from 46 µM), for the others: at the top dose activity change, negative = cytotoxicity, hits mostly inhibitors; hit rate 0.16% among 390,000; note: potency is the fitted concentration of half-maximal effect; % is set by controls: 0 for no effect and ±100 for the full control effect
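Cytotoxicity counterscreen: CellTiter-Fluor fluorescence was measured in A549 ARE_Fluc cells after 18-24 h of compound exposure in a concentration series. The subsequent BugLite luminescent read reports ARE-luciferase activity.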
Nrf2 inh = Nrf2 qHTS screen for inhibitors. A549 ARE-Fluc reporter, luciferase luminescence, 18-24 h. Potency, µM (titrated, usually from 46 µM), without a hit: top-dose activity change, negative = inhibition, most hits filed as inhibitors. hit rate 2.1% among 360,000; note: potency is the fitted concentration of half-maximal effect; % is set by controls: 0 for no effect and ±100 for the full control effect; nearly all actives have a fitted effect of over 60% in size
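A549 ARE_Fluc cells (5000/well, 5% FBS OPTI-MEM) pre-incubated 2 h, then treated with compounds 18-24 h at 37C/5% CO2 in concentration-response. CellTiter-Fluor viability read first; BugLite luciferase luminescence after 15 min at room temperature gives Nrf2 activity.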
Nrf2 ARE act = qHTS of Nrf2 Activators; AREc32 ARE-luciferase reporter (MCF7-derived line), luminescence, 24 h; Potency, µM (top dose mostly 46.1 µM), for the others: at the top dose activation, actives largely listed as activators; AID 624171, 2012; hit rate 0.31% among 410,000; note: potency is the fitted concentration of half-maximal effect; % of control where 0% means no effect; nearly all actives have a fitted effect of over 65% in size
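Steps: seed AREc32_Fluc cells (1000/well, 5% FBS OPTI-MEM); incubate overnight at 37 deg C; add 23 nL compound; incubate 24 hr; add Steady-Glo; hold 30 min RT; read luminescence.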
IL-2 act = qHTS of IL-2 Activators; IL-2 activation reporter assay, cell-based qHTS; stimulated with anti-CD3/CD4/CD28 beads; in transgenic mouse T cells; activation, % (series mostly up to about 46 µM); hit rate 0.065% among 360,000; AID 652025, 2013; in the data active = activation above about 50%; inconclusive = mostly about 30% to 49%; note: 0% is about no effect
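EGFP and DsRed fluorescence is measured by plate cytometry in unstimulated transgenic mouse T cells exposed to compound for 60 minutes, then stimulated 18 hours at 37 degrees C with anti-CD3/anti-CD4 beads plus anti-CD28.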
ATXN2 expr inh = Primary qHTS for Inhibitors of ATXN expression; HEK-293 ATXN2-luciferase reporter, luminescence, 24 h; hit rate 0.72% among 360,000; Potency, µM (top dose mostly 57 µM), without a hit: top-dose activity change, negative = inhibition, actives largely listed as inhibitors; note: potency is the fitted concentration of half-maximal effect; % is set by controls: 0 for no effect and ±100 for the full control effect; nearly all actives have a fitted effect of over 55% in size
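ATXN2-luciferase reporter cells (luciferase flanked by upstream and downstream ATXN2 gene portions) were treated 24 h at 37 °C with compounds at up to 57 uM. SteadyGlo luminescence gave expression; GF-AFC fluorescence gave viability.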
S2 tox = Viability Counterscreen for Primary qHTS for Inhibitors of ATXN expression. S2 cells (HEK-293 line with an ATXN2-luciferase reporter) viability, CellTiter-Fluor protease fluorescence, 24 h. Potency, µM (top dose mostly 56.7 µM), usual class: cytotoxic. hit rate 0.49% among 400,000. AID 651635, 2014; note: potency is the fitted concentration of half-maximal effect; nearly all actives have a fitted effect of over 40% in size
HepG2 tox = qHTS for Inhibitors of TGF-b: Cytotox Counterscreen; HepG2 CAGA-GFP viability, ATP luminescence, 18 h; Potency, µM (series often up to 46.1 µM), inactives show at the top dose activity change, negative = cytotoxicity, most hits filed as cytotoxic; hit rate 0.76% among 410,000; AID 588856, 2011; note: potency is the fitted concentration of half-maximal effect; some results filed as inactive show a strong effect at the top dose
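HepG2 CAGA-GFP cells (1000/well, DMEM with 1% FBS) received compound, then TGF-beta at 500 pg/mL final, and were incubated 18 hours at 37 degrees C. Viability was read by CellTiter-Glo luminescence. Media-only wells were set as complete cell-killing and DMSO as no toxicity.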
EPAC2 ag = qHTS for Agonist of cAMP-regulated guanine nucleotide exchange factor 4 (EPAC2): primary screen | Rap guanine nucleotide exchange factor 4 (Homo sapiens), Q8WZA2 | EPAC2 activation, biochemical qHTS; response scale: 100% = 6.5 mM cAMP response | Potency, µM (top dose mostly 154 µM), inactives show top-dose activation, usual class: activators | hit rate 0.079% among 360,000 | AID 720711, 2013; note: potency is the fitted concentration of half-maximal effect; nearly all actives have a fitted effect of over 50% in size
Target sequence (Q8WZA2 whole entry, looked up): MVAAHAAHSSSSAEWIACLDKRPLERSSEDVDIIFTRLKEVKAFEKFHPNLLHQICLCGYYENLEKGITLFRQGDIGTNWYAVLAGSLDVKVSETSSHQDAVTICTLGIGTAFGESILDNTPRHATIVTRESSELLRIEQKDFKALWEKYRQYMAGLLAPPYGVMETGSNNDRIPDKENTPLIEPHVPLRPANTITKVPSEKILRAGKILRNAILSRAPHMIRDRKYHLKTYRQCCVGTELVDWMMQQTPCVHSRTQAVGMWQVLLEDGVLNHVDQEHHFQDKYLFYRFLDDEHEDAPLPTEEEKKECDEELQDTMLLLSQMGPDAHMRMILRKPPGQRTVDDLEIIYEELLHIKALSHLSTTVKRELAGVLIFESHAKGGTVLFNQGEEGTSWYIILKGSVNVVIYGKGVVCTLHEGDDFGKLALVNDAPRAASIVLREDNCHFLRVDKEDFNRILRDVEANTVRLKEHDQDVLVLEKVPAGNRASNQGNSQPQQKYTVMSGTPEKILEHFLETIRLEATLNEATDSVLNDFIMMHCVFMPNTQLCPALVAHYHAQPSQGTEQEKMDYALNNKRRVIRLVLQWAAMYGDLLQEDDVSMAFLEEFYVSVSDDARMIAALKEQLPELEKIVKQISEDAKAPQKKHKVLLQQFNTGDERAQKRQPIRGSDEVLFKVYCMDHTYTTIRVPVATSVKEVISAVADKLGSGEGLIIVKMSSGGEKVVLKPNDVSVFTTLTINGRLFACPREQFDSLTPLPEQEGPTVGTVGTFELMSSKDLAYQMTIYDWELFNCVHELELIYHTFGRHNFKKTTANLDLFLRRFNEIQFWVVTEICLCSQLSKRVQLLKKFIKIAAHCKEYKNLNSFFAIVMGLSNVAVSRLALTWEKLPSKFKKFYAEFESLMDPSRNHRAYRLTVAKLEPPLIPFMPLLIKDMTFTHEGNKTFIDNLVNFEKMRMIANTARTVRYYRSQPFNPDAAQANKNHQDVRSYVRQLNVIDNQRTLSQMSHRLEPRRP
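Readout is BODIPY fluorescence (480 nm excitation, 540 nm emission), which falls as labeled GDP is exchanged off Rap1B. EPAC2 at 100 nM acted on 250 nM RAP1B-BODIPY-GDP with 50 uM GDP present.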
An asterisk follows results filed as active; i = inactive; ? = inconclusive; . = no result given; & = joins results of further samples; [ ] = remark or other dose. Unless noted, calls come from the whole dose curve; as a rule, active = well fitted curve in the direction sought with a large enough effect; inconclusive = small, poorly fitted or top-dose-only effect, or another doubt; inactive = no such curve, though single readings can be large; an effect the other way counts as inactive or inconclusive.

Results follow in this order: TGFb inhibitor | Nrf2 inh | A549 viability | S2 tox | HepG2 tox | EPAC2 ag | ATXN2 expr inh | Nrf2 ARE act | IL-2 act
> O=C(C1CCN(S(=O)(=O)N2CCOCC2)CC1)N1CCN(Cc2ccccc2)CC1
 : -4% | 6% | -6% | i | 1% | 2% | -11% | 3.2% | 1.7
> COc1cccc(NC(=O)C2CCC2)c1
 : 18% | 0% | 2% | i | -37% | 10% | -6% | 0.4% | 0.1
> Cc1ccc(CN(C(=O)COc2ccc(Cl)cc2)c2ccccn2)o1
 : -16% | 4% | 4% | i | -12% | . | 46%[activator] | 1.2% | .
> CC(C)CC(c1nnnn1C(C)C)N1CCN(c2ccccc2)CC1 (stereo not given)
 : -8% | -3% | 1% | ? | -7% | 26% | -11% | -0.2% | -0.3
> Cc1nc2ccccn2c1C(=O)N/N=C/c1cc(C)n(-c2ccc(Br)cc2)c1C
 : -4% | -25% | 2% | i | 3% | 15% | -25% | 3.7% | -3.6
> CCC(=O)Nc1ccccc1N1CCN(S(C)(=O)=O)CC1
 : 29% | 1% | -9% | i | -5% | 13% | 5% | -0.1% | -0.4
> COc1cc(CCC(=O)NCc2ccc3c(c2)CCN3C(=O)c2cccc(C)c2)cc(OC)c1OC
 : -3% | . | 11% | . | -2% | . | . | 0.0% | .
> CCCCOC1NC(=O)NC(=O)C1(F)C(=O)OCC (stereo not given)
 : 2% | . | . | i | 10% | 3% | 1% | -0.3% | -0.4
> Cc1c(C(=O)Nc2ccc(C(F)(F)F)cc2)sc2ncn(CC(=O)N3CCN(c4ccccn4)CC3)c(=O)c12
 : 0% | -10% | -10% | i | 3% | 0% | 8% | 3.9% | 0.3
> CCOC(=O)CSc1ncnc2c1c(-c1ccccc1)cn2-c1ccc(OC)cc1
 : ? | -8%[9.27 µM] | 6%&-3% | i | -26%&-8% | 3% | -17%&-10% | 0.8%&-0.8% | -1.3
> O=C(O)CCCN1C(=O)/C(=C/c2ccncc2)SC1=S
 : -7% | 4% | -14% | i | -3% | -2% | 6% | ? | -0.8
> CCCNC(=O)c1ccc(N2CCC3(CC2)CC(c2cccc(Br)c2)=NO3)c(NC(=O)c2ccc(Br)cc2)c1
 : -23% | 4% | -3% | i | 5% | 5% | -3% | 0.5% | 0.9
> Cc1cc(=O)n2nc(N3CCC(C(=O)NCc4ccccc4)CC3)sc2n1
 : ? | -22%&-6% | 1%&-19% | i | -7%&7% | 1% | 3%&0% | 0.0%&-0.5% | -1.5
> CCOC(=O)c1c(N)c2cc([N+](=O)[O-])ccc2n1C
 : -15% | 13% | 1% | i | 0% | 10% | . | 3.9% | 0.8
> CC(C)(C)C(=O)N1CCC(O)(CS(=O)(=O)Cc2ccc(Cl)cc2)CC1
 : 14% | 13% | -13% | . | -32% | 7% | . | -0.2% | -0.6
> O=C1/C(=C/c2cccnc2)SC(=S)N1Cc1ccco1
 : -40% | -19% | -1% | i | -2% | 11% | -19% | ? | -4.5
> CSCCC(NC(=O)C1CCC(C)CC1)C(=O)O (stereo not given)
 : 0% | ? | -2% | i | 0% | -4% | 3% | -0.2% | -2.2
> C=CCn1c(C)cc(C(=O)COC(=O)c2ccc(N)c([N+](=O)[O-])c2)c1C
 : -9% | ? | -11% | i | -1% | 4% | 63%[activator] | -0.1% | -4.4
> CCOc1cc(/C=N/NC(=O)c2ccc(CSc3nncn3C)cc2)ccc1OCC(=O)N1CCOCC1
 : 14% | 2% | 0% | i | -67% | 5% | 18% | -1.0% | -0.2
> Clc1nc2ccccc2cc1-c1nnn(-c2ccccc2)n1
 : 21% | ? | 7% | i | 35% | 17% | 5% | 9.5% | -0.8
> COc1ccc(C(=O)NCCCn2cccn2)cc1OC1CCN(C(C)=O)CC1
 : 8% | ? | ? | ? | -10% | -17% | 9% | -0.7% | -0.1
> CC(C)(C)N(C=C(Cl)Cl)C(=O)NC1CCCCC1
 : 6% | . | -15% | i | -4% | 2% | 2% | 3.1% | -2.8
> CCOc1ccc(-c2c(C(=O)N/N=C(\C)c3ccccc3OC)nnn2-c2nonc2N)cc1
 : -5% | -12% | -4% | i | -9% | -1% | -6% | 1.7% | -1.0
> c1ccc2c(c1)NC1(CCCCCC1)n1c-2nc2ccccc21
 : -7% | 5% | 4% | i | -32% | 4% | 49%[activator] | 5.2% | -0.8
> O=C(CNC(=O)c1ccccc1Cl)Nc1ccncc1
 : -10% | -18% | -1% | i | -1% | 7% | -2% | 0.0% | 0.8
> CC1CCCN(C(=O)c2ccccc2OC2CCN(S(C)(=O)=O)CC2)C1 (stereo not given)
 : 0% | 0% | 1% | i | -9% | 9% | -13% | -0.4% | -1.0
> Cc1cc(C)c(S(=O)(=O)NCCc2csc3nc(-c4ccc(Cl)cc4)nn23)c(C)c1
 : -33% | . | -19% | . | -106% | . | . | 3.5% | .
> Cc1cccc(OCC(=O)NCc2ccc(F)cc2)c1
 : -13% | -14% | 8% | i | -13% | 12% | -6% | -0.6% | 0.2
> CCc1ccc(-c2cc(C)no2)cc1S(=O)(=O)N1CCN(c2ccccc2OC)CC1
 : 0% | -18% | -2% | i | -14% | 4% | -12% | -0.9% | -0.2
> C=C(C)CNC(=S)N/N=C/C1=CCC2CC1C2(C)C (stereo not given)
 : ? | -14% | ? | i | -17% | -12% | 10% | 0.7% | 0.5

Only ATXN2 expr inh and Nrf2 inh (two entries from above):
Compound	ATXN2 expr inh	Nrf2 inh
CCOc1ccc(-c2c(C(=O)N/N=C(\C)c3ccccc3OC)nnn2-c2nonc2N)cc1	-6%	-12%
c1ccc2c(c1)NC1(CCCCCC1)n1c-2nc2ccccc21	49%[activator]	5%

(continued)
Results follow in this order: TGFb inhibitor | Nrf2 inh | A549 viability | S2 tox | HepG2 tox | EPAC2 ag | ATXN2 expr inh | Nrf2 ARE act | IL-2 act
> CC(=O)Nc1ccc(S(=O)(=O)NCc2nnnn2-c2ccc(F)cc2)cc1
 : 0% | 11% | 0% | i | 8% | 11% | 2% | -0.4% | 2.4
> CCOc1cc(/C=C2\C(=N)N3N=C(S(C)(=O)=O)SC3=NC2=O)ccc1OCCOc1cccc(OC)c1
 : -16% | -14% | -15% | i | -9% | -7% | -12% | 3.1% | 0.2
> CCN(c1cccc(C)c1)S(=O)(=O)c1cc2c3c(c1)CCN3C(=O)CC2
 : -13% | -2% | 0% | i | -8% | 5% | 2% | 0.4% | -0.8
> Cn1cccc1-c1nc2ccc(NC(=O)c3ccccc3)cc2[nH]1
 : 2% | ? | -1% | i | -32% | -6% | 21% | -0.1% | 0.0
> N#C/C(=C\c1ccc(F)cc1)C(=O)NCC1CCCO1 (stereo not given)
 : -9% | -5% | 1% | i | -13% | . | 4% | 6.1% | .
> Cc1ccc(Cl)cc1-n1c(=O)cc(N2CCN(C(=O)c3ccco3)CC2)[nH]c1=O
 : 7% | 8% | -6% | i | 0% | 3% | 12% | 0.1% | -0.1
> CNC(=O)C1CC(=O)N(CCCc2ccccc2)C(=Nc2ccccc2)S1 (stereo not given)
 : 12% | 1% | -11% | . | -2% | -1% | . | 0.1% | 0.2
> C=CCN(c1ccccc1)S(=O)(=O)c1cccc(C(=O)N2CCCC2)c1
 : -29% | 8% | -2% | i | -6% | -6% | 0% | 0.2% | -0.5
> CC(C)Cn1c(N)c(C(=O)COC(=O)Cc2cccc(C(F)(F)F)c2)c(=O)n(C)c1=O
 : -1% | 4% | 0% | i | -4% | 4% | -13% | 2.6% | -3.4
> CCOC(=O)c1ccc(N2CCCCC2)c(NS(=O)(=O)c2ccc(C)cc2)c1
 : 6% | -17% | -20% | i | 13% | -4% | -18% | -0.6% | -5.6
> COc1ccc(-c2csc(C(NC(C)=O)c3ccc(F)c(F)c3)n2)cn1 (stereo not given)
 : 4% | . | . | i | 0% | 2% | -2% | 0.6%[9.22 µM] | -0.3
> Cc1ccc(N=Cc2c(O)n(C)c(=O)n(C)c2=O)nc1
 : -8% | 2% | -4% | i | 3% | 3% | 3% | -0.1% | -2.3
> Cc1ccc(Cl)cc1NC(=O)Cn1cc2c(n1)CCCC2
 : 0% | -11% | 0% | i | -1% | 4% | -2% | 0.4% | -3.7
> CC(=O)Cc1nsc(NC(=O)c2ccc(-c3cccc(Cl)c3)o2)n1
 : 6% | -9% | -19% | i | -1% | -4% | 11% | 0.1% | -1.9
> C=CCC(NCc1ccco1)c1ccc(OC)c(OC)c1 (stereo not given)
 : 12% | 1% | 2% | ? | -36% | 2% | -7% | -0.6% | -0.3
> O=C(c1ccccc1-c1nc2ccccc2[nH]1)N1CCCCC1
 : 12% | . | 0% | i | 1% | 2% | 10% | 0.2% | -1.2
> Cc1cccc(OCc2nc(C)cc(=O)[nH]2)c1
 : -5% | 5% | 0% | i | 0% | 9% | 6% | 1.9% | -2.8
> CCN(C(=O)COC(=O)c1cc(C)oc1C)c1c(N)n(Cc2ccccc2)c(=O)[nH]c1=O
 : -15% | -1% | -1% | i | 2% | 8% | 10% | -0.7% | 1.4
> COc1ccc(-c2cc(C(=O)NCCc3ccc(OC)c(OC)c3)c3ccccc3n2)cc1
 : -21% | -10% | -17% | . | -27% | . | . | 5.8% | .
> COc1ccc(C(CNC(=O)c2[nH]c(C)c(C(C)=O)c2C)N2CCOCC2)cc1 (stereo not given)
 : -2% | -14% | -3% | i | -27% | 3% | . | -0.7% | -0.2
> CC1CCN(C(C(=O)Nc2ccc(C(C)C)cc2)c2ccc3c(c2)OCO3)CC1 (stereo not given)
 : ? | 18% | -4% | ? | -4% | -6% | -5% | 0.3% | -5.1
> COc1ccc(OC)c(C2=CC(=O)C[C@H](c3ccc(F)cc3)C2)c1
 : 2% | . | . | i | -14% | 15% | -23% | 6.3% | -4.4
